AMPAR-TARP mod: modulates AMPAR-stargazin complexes. O88602+P19491. HEK293 GluA2+stargazin, membrane potential dye (FDSS), glutamate EC50; hits were called plate by plate, in both directions. calls only at 30 µM. 40,000 tested, 3.5% active. AID 1259245;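 active = any of four per-well response measures lying three or more SD from its plate-wide compound average, in either direction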
Target sequence (O88602 whole entry, looked up): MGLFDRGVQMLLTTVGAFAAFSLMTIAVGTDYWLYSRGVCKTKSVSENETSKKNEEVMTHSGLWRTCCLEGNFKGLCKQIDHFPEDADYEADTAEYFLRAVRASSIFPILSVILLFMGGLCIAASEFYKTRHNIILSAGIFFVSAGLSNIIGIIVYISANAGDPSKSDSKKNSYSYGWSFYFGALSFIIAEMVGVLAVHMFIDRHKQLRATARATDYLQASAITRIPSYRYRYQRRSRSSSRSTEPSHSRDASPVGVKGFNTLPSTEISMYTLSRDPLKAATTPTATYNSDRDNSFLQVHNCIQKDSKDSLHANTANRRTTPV
Target sequence (P19491 whole entry, looked up): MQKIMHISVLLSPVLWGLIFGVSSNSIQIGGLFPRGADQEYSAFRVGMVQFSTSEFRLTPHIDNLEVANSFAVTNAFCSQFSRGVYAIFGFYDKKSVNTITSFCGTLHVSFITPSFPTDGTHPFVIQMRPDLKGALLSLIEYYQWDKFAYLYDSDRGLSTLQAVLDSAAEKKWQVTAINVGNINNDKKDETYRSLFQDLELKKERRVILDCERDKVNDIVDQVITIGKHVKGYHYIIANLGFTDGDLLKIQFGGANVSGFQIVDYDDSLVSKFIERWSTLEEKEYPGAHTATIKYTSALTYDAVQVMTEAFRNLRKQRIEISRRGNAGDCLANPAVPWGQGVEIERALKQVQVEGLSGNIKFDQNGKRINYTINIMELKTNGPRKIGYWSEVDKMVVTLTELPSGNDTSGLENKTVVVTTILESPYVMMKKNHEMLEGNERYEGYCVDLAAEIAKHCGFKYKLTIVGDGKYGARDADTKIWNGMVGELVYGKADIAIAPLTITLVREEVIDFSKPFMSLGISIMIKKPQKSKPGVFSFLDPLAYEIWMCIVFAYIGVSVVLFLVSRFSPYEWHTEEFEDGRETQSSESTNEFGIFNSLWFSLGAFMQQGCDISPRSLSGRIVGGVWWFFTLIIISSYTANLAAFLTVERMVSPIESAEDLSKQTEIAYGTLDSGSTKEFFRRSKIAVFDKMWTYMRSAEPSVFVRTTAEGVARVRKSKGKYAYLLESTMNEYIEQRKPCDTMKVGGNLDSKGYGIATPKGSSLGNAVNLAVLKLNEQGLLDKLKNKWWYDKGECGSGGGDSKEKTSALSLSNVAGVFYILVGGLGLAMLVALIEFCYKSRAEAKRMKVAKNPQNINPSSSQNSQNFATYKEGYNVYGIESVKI
AMPAR-TARP mod agonism max-min: also measured in AMPAR-TARP mod; calls as there; compound max-min signal; compound-alone response (agonism);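 unitless range of fluorescence divided by baseline over first 100 seconds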
AMPAR-TARP mod glutamate slope: further read-out of AMPAR-TARP mod, marked with its call; glutamate slope, % of max; measured here: glutamate response slope, % max;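 scaled per plate between vehicle wells and maximal 1 mM glutamate control wells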
* marks the source's active call; other numbers are inactive results; i = inactive; + = active, no number. Only part of the results is shown; rates above refer to the full screens.

SMILES	AMPAR-TARP mod	AMPAR-TARP mod agonism max-min	AMPAR-TARP mod glutamate slope
O=C(NCCOc1cccc(C(F)(F)F)c1)c1ccc(Cl)c([N+](=O)[O-])c1	i	0.137	50.5
COc1cc(N2CCN(C(=O)Nc3cccc(Cl)c3)CC2)nc(OC)n1	i	0.168	52.2
O=C(NCC1CCN(S(=O)(=O)C2CC2)CC1)c1ccsc1	i	0.0633	38.7
CC1=C(C(=O)Nc2cccc(C(F)(F)F)c2)C(c2ccc3c(c2)OCO3)C2=C(CCCC2=O)N1 (configuration not stated)	i	0.109	48.0
Cn1nc(NC(=O)c2c[nH]c3ccccc23)c2c1NC(=O)CC2c1ccco1 (configuration not stated)	i	0.116	52.5
NC(=O)c1ccc(NC(=O)CN(Cc2ccc(Cl)cc2)S(=O)(=O)c2cccnc2)cc1	i	0.108	65.8
COCCCn1c(N)c(S(=O)(=O)c2cccs2)c2nc3ccccc3nc21	i	0.101	63.9
O=C(Nc1ccc(N2CCCS2(=O)=O)cc1)c1c(F)cccc1F	i	0.0281	41.9
CC(=O)c1ccc(OCc2c(C)noc2C)cc1	i	0.0959	46.2
Cn1cc(C(=O)N2CCCCCC2)cc(NC(=O)C23CC4CC(CC(C4)C2)C3)c1=O	i	0.102	54.3
Cc1ccc(-c2nn(CCC(=O)NCCN3CCOCC3)c(=O)c3ccccc23)cc1	i	0.0292	41.8
Cc1c(C)n2c3c(=O)n(CCN4CCOCC4)c(=O)n(C)c3nc2n1-c1ccc(C(F)(F)F)cc1	i	0.0645	32.8
CCCS(=O)(=O)N1CCCc2ccc(NS(=O)(=O)c3cc(OC)ccc3OC)cc21	i	0.0433	54.2
Cc1cc(C)n(-c2cc(NCCNS(=O)(=O)c3cc(C)c(C)cc3C)nc(C)n2)n1	i	0.093	60.5
CNC(=O)C(=O)NCC1CCN(S(C)(=O)=O)CC1	i	0.118	60.5

Some of the entries so far, as labelled records:
> CNC(=O)C(=O)NCC1CCN(S(C)(=O)=O)CC1
  AMPAR-TARP mod: i	AMPAR-TARP mod agonism max-min: 0.118	AMPAR-TARP mod glutamate slope: 60.5
> O=C(NCCOc1cccc(C(F)(F)F)c1)c1ccc(Cl)c([N+](=O)[O-])c1
  AMPAR-TARP mod: i	AMPAR-TARP mod agonism max-min: 0.137	AMPAR-TARP mod glutamate slope: 50.5
> COCCCn1c(N)c(S(=O)(=O)c2cccs2)c2nc3ccccc3nc21
  AMPAR-TARP mod: i	AMPAR-TARP mod agonism max-min: 0.101	AMPAR-TARP mod glutamate slope: 63.9
> O=C(Nc1ccc(N2CCCS2(=O)=O)cc1)c1c(F)cccc1F
  AMPAR-TARP mod: i	AMPAR-TARP mod agonism max-min: 0.0281	AMPAR-TARP mod glutamate slope: 41.9

(cont.)
SMILES	AMPAR-TARP mod	AMPAR-TARP mod agonism max-min	AMPAR-TARP mod glutamate slope
CCCNC(=O)Cn1nc2c(c1NC(=O)Cc1ccccc1Cl)CSC2	i	0.0687	59.5
O=C(Cn1c(=O)oc2ccccc21)N1CCN(c2ccc(-c3ccco3)nn2)CC1	i	0.0345	38.8
COc1ccccc1NC(=O)Nc1ccc(Nc2ccc(-n3cccn3)nn2)cc1	i	0.134	63.1
CC(NC(=O)C(=O)NCC1CCN(Cc2ccsc2)CC1)c1ccccc1 (configuration not stated)	i	0.0808	66.2
Cc1ccc(-c2ccc(N3CCN(C(=O)c4ccc5c(c4)OCO5)CC3)nn2)cc1C	i	0.022	28.9
COc1ccc(Cl)cc1C(=O)NCCn1nc(-c2cccs2)n(C)c1=O	i	0.155	78.1
CN(C)C(CNC(=O)C(=O)NCc1ccc2c(c1)OCO2)c1cccn1C (configuration not stated)	i	0.0586	61.6
O=S(=O)(CCCOc1ccc(F)cc1)NC1CCN(Cc2ccccc2)CC1	+	0.163*	51.8*
CCOc1ccc(OCCNC(=O)c2ccco2)cc1	i	0.112	56.7
COc1cc(OC)cc(C(=O)Nc2ccc3c(c2)N(C(=O)C(C)C)CCC3)c1	i	0.0531	46.3
COC(=O)C(=O)CC(=O)c1c(C)nn(C)c1C	i	0.247	57.8
O=C1CS(=O)(=O)N(Cc2ccccc2F)c2cc(Cl)ccc21	i	0.115	41.8
Cn1nnc2c(=O)n(CC(=O)N3CCCc4ccccc43)cnc21	i	0.074	59.1
Cc1nc2ccc(NC(=O)c3ccc(Cn4ccnc4)cc3)cc2s1	i	0.216	59.1
Cn1nnc2c(N3CCN(C(=O)c4ccc(-c5ccccc5)cc4)CC3)ncnc21	i	0.0233	39.7
O=C(COc1ccccc1)N1CCC(CNS(=O)(=O)c2c(F)cccc2F)CC1	i	0.079	55.6
CC(=O)c1ccc(NC(=O)c2cccc([N+](=O)[O-])c2)cc1	i	0.0871	52.5
Cc1cc(=O)[nH]c(-n2nc(C)c(CCC(=O)Nc3ccccc3F)c2C)n1	i	0.0958	54.6
CCOC(=O)/C=C/C(=O)NCCC1=CCCCC1	i	0.0456	49.9
COc1cccc2cc(C(=O)NCCc3csc4nc(-c5cccs5)nn34)c(=O)oc12	i	0.0765	48.0
Cc1ccc(-c2ccc(OCCNS(=O)(=O)c3ccccc3C(F)(F)F)nn2)cc1	i	0.0375	61.0
CC(C)(Oc1ccc(Cl)cc1)C(=O)Nc1c2c(nn1CC(=O)NCC1CCCO1)CSC2 (configuration not stated)	i	0.0502	54.2
CC(C)Oc1ccc(C(=O)Nc2ccc3oc(=O)ccc3c2)cc1	i	0.17	61.4
CC1=C(C(=O)OCc2ccccc2)C(c2cccc(F)c2)NC(=O)N1 (configuration not stated)	i	0.0926	29.0
Cc1cccc(NS(=O)(=O)c2cccc(Cl)c2)c1	i	0.163	40.0
CC1CN(C)CCN1CC1CCN(C(=O)c2ccc(C#N)cc2)CC1 (configuration not stated)	i	0.0771	50.8
CCN(CC)CCNC(=O)c1ccc2c(=O)n(Cc3ccccc3Cl)c(=S)[nH]c2c1	i	0.138	60.9
Cc1cnc(NC(=O)Cn2cccn2)s1	i	0.11	68.6
Cc1ccc(NC(=O)CSc2nc3c(c(=O)[nH]2)CN(Cc2ccccc2)CC3)cc1	i	0.111	64.3
Cc1csc(COc2ccc(C(=O)N3CCn4c3nc3ccccc34)cc2)n1	i	0.0892	56.6
CCC(=O)Oc1ccc2c(c1)O/C(=C\c1ccc(OC)cc1OC)C2=O	i	0.113	58.5
CCOc1cc(C(=O)NCC2COC3(CCCCC3)O2)cc(OCC)c1OCC (configuration not stated)	i	0.0873	97.2
CCOc1ccc(NC(=O)CSc2nc3sc(C)c(C)c3c(=O)n2Cc2ccco2)cc1	i	0.0882	59.3
CCOC(=O)C(=O)NCCOc1ccc2nnc(-c3ccc(OC)cc3)n2n1	i	0.157	70.9
COC(=O)c1ccc(NC(=O)C(=O)NCC(O)c2cccn2C)cc1 (configuration not stated)	i	0.0952	57.7
COc1cc(C(=O)N2CCN(c3ncnc4c3nnn4-c3cccc(F)c3)CC2)cc(OC)c1OC	i	0.104	59.8
CCN1CCCc2cc(CCNC(=O)C(=O)Nc3ccc(NC(C)=O)cc3)ccc21	i	0.0697	17.1
COC1CCN(C(=O)Cn2ccc3ccccc32)CC1	i	0.14	54.0
CCCOc1ccc(C2CC(=O)Nc3sc(C(=O)c4ccco4)c(N)c32)cc1OCC (configuration not stated)	i	0.0796	74.6
O=C(NCCNC(=O)c1cccc(F)c1)c1ccc(NC(=O)C2CC2)cc1	i	0.0922	46.2
O=C1CCCC(=O)N1CCS(=O)(=O)N1CCN(CC(F)(F)F)CC1	i	0.0856	61.9
COc1ccc(OC)c(-c2cc3ccc4c(c3oc2=O)CN(C2CCS(=O)(=O)C2)CO4)c1 (configuration not stated)	i	0.0961	47.7
CCCC(=O)N(CCN1CCOCC1)c1nc2ccc(OCC)cc2s1	i	0.109	42.8
CC(O)(CNC(=O)Nc1ccccc1)c1ccc(-c2ccccc2)cc1 (configuration not stated)	i	0.107	33.9
Cn1nc(NC(=O)c2cccc3ccccc23)c2c1NC(=O)CC2c1ccccc1 (configuration not stated)	i	0.115	54.1

Some entries already given, limited to AMPAR-TARP mod agonism max-min.
mol | AMPAR-TARP mod agonism max-min
COc1ccc(OC)c(-c2cc3ccc4c(c3oc2=O)CN(C2CCS(=O)(=O)C2)CO4)c1 (configuration not stated) | 0.0961
CCCC(=O)N(CCN1CCOCC1)c1nc2ccc(OCC)cc2s1 | 0.109

Remaining list, next part
SMILES	AMPAR-TARP mod	AMPAR-TARP mod agonism max-min	AMPAR-TARP mod glutamate slope
CCOC(=O)C(=O)N1CCN(C(=O)C2CC2c2cccs2)CC1 (configuration not stated)	i	0.13	51.8
CCc1ccccc1NC(=O)C(=O)NCC1CCN(S(C)(=O)=O)CC1	i	0.0888	60.5
O=C(Nc1ccc(Cl)c(Cl)c1)c1ccc(=O)n(Cc2cccc([N+](=O)[O-])c2)c1	i	0.116	34.7
Cc1cccc(NC(=O)c2ccc(S(=O)(=O)NCc3cccnc3)o2)n1	i	0.103	59.0
O=S(=O)(Cc1nc(-c2ccc3c(c2)OCO3)no1)c1ccc(Br)cc1	i	0.0891	51.8
CCOc1ccc2nc(NC(=O)Cc3ccc(S(C)(=O)=O)cc3)sc2c1	i	0.0996	58.3
CC(C)C(=O)N1CCCc2ccc(NC(=O)C(=O)NCCC3=CCCCC3)cc21	i	0.0549	60.5
O=C(NCC1CCN(C(=O)c2ccccc2F)CC1)c1cc(Br)ccc1Cl	i	0.0263	21.6
COC(=O)c1ccc(-c2cc(C(=O)O)c3[nH]c(C)nc3n2)cc1	i	0.123	43.2
CCOc1c(C)cc(S(=O)(=O)NCC(c2cccn2C)N(C)C)cc1C (configuration not stated)	i	0.0477	61.3
CCCC(=O)NCCn1nc(-c2cccs2)n(C)c1=O	i	0.155	77.0
CCN1C(SCC(=O)Nc2cccc(SC)c2)=NS(=O)(=O)c2ccccc21	i	0.0747	79.2
COc1cc(C)c(C)cc1S(=O)(=O)Nc1ccc2c(c1)CCC(=O)N2	i	0.0639	4.3
COc1ccc(NC(=O)c2ccc(=O)n(Cc3cccc(C(F)(F)F)c3)c2)c(OC)c1	i	0.0836	50.6
CC(=O)N1CC(C(=O)N2c3ccc(F)cc3CCC2C)C1 (configuration not stated)	i	0.0873	49.7
O=C(NCc1n[nH]c(=O)c2ccccc12)C1CC(=O)N(c2ccccc2)C1 (configuration not stated)	i	0.102	54.7
COc1cc(NC=C2C(=O)OC3(CCCCC3)OC2=O)c(OC)cc1Cl	i	0.0305	39.8
CCN(CC)CCNC(=O)C(=O)Nc1c2c(nn1C(C)(C)C)CSC2	i	0.036	64.0
COc1ccc(CNC(=O)NCC2CCN(C(=O)/C=C/c3ccco3)CC2)cc1	i	0.0567	35.1
Cc1nn(C2CCS(=O)(=O)C2)c2nc(-c3ccc(F)cc3)cc(C(=O)NCc3ccccn3)c12 (configuration not stated)	i	0.109	62.5
CN(C)S(=O)(=O)c1ccc(C(=O)NCCOc2ccc3nnc(-c4ccccc4)n3n2)cc1	i	0.0807	65.9
Cc1ccccc1NC(=O)Nc1nnc(-c2ccn(C)n2)o1	i	0.117	65.7
O=C(CN1C(=O)c2ccccc2S1(=O)=O)Nc1ccc(F)cc1	i	0.113	54.6
COc1cccc(-c2cc(CC(=O)NCCCn3ccnc3)no2)c1	i	0.0733	43.2
COc1ccc(Cl)c2sc(N(CCCn3ccnc3)C(=O)c3ccco3)nc12	i	0.122	56.4
COc1ccc(-n2nnc3c(N4CCN(C(=O)CCC5CCCCC5)CC4)ncnc32)cc1	i	0.11	65.8
COc1ccccc1CNC(=O)Cn1nc(C(=O)N2CCOCC2)cc1C1CC1	i	0.0909	64.6
CCOc1ccccc1C(=O)N1CCN(c2ncnc3c2nnn3-c2ccc(F)cc2)CC1	i	0.137	53.1
CSc1ccccc1NC(=O)CCc1csc(NS(=O)(=O)c2ccc(C)cc2)n1	i	0.119	58.4
O=C(CC1Sc2ccc(C(F)(F)F)cc2NC1=O)Nc1cccc(Br)c1 (configuration not stated)	i	0.0849	53.2
O=S(=O)(c1ccc(Cl)c(Cl)c1)N1CCN(c2ccc3nncn3n2)CC1	i	0.0703	35.6
Cc1ccc(OCCCC(=O)Nc2ccccc2C(N)=O)c(C)c1	i	0.113	73.5
CC(=O)N1CCN(c2c(C)cnc3c2c(=O)n(CC(=O)Nc2cc(C)ccc2C)c(=O)n3C)CC1	i	0.0893	67.8
CCS(=O)(=O)c1ccc(CC(=O)N2CCN(c3nc4c(OC)ccc(C)c4s3)CC2)cc1	i	0.083	61.1
COc1ccccc1NC(=O)N1CCC(CNC(=O)C(=O)Nc2cccnc2)CC1	i	0.0937	63.4
COc1ccccc1NC(=O)/C=C/c1ccc(C(C)(C)C)cc1	i	0.0841	52.7
O=C(Nc1nc2ccc3ccccc3c2s1)C1CCN(S(=O)(=O)c2cccs2)CC1	i	0.0938	61.0
O=C(NCC1CCN(C(=O)c2ccccc2F)CC1)c1ccc2c(c1)OCO2	i	0.0372	69.3
Cc1ccc(OCC(O)CN2CCCC(C)C2)c(C)c1 (configuration not stated)	i	0.0513	53.8
Cc1ccc(C(CNC(=O)c2ccc([N+](=O)[O-])c(C)c2)N(C)C)cc1 (configuration not stated)	i	0.0591	53.3
CCOC(=O)N1CCN(C(c2ccc(F)c(F)c2)c2sc3nc(CC)nn3c2O)CC1 (configuration not stated)	i	0.0972	64.2

Source: PubChem BioAssay
